Assay outcomes deposited in PubChem by National Center for Advancing Translational Sciences (NCATS).
BAZ2B inh – qHTS Assay for Inhibitors of BAZ2B; Potency, µM (series often up to 114 µM), without a hit: at the top dose activity change, negative = inhibition, usual class: inhibitors; Bromodomain adjacent to zinc finger domain protein 2B (Homo sapiens), Q9UIF8; AlphaScreen BAZ2B-H3K14Ac peptide displacement; 4.4% of 360,000 active; AID 504333, 2011; note: % is set by controls: 0 for no effect and ±100 for the full control effect; nearly all actives have a fitted effect of over 60% in size
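AlphaScreen displacement of biotin-H3(5-23)K14Ac peptide (50 nM final) from BAZ2B (50 nM final) in PBS pH 7.4, 0.01% Tween-20; complex preformed 30 min RT, then compounds (top 110 uM) 30 min RT, beads 20 min dark.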
JMJD2A Tudor inh – qHTS Assay for Inhibitors of JMJD2A-Tudor Domain. Lysine-specific demethylase 4A (Homo sapiens), O75164. AlphaScreen JMJD2A-Tudor / H3K4me3 peptide binding. Potency, µM (doses to about 114 µM), without a hit: at the highest dose activity change, negative = inhibition, most hits filed as inhibitors. 4.4% of 390,000 active; note: % is set by controls: 0 for no effect and ±100 for the full control effect; nearly all actives have a fitted effect of over 50% in size
Pol iota inh – qHTS for Inhibitors of Polymerase Iota | DNA polymerase iota (Homo sapiens), Q9UNA4 | Pol iota fluorescent replication assay, 10 min | Potency, µM (series often up to 115 µM), inactives show top-dose activity, negative = inhibition, most hits filed as inhibitors | 1% of 390,000 active
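Pol iota at 10 nM preincubated 15 min with compounds at room temperature; reaction started with fluorescent substrate, 50 nM final. Fluorescence read kinetically at 0 and 10 min; buffer-only wells as negative control.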
G9a block – qHTS Assay for Inhibitors of Histone Lysine Methyltransferase G9a. Histone-lysine N-methyltransferase EHMT2 (Homo sapiens), Q96KQ7. G9a H3K9 monomethylation, AlphaScreen, 2 h. Potency, µM (top dose mostly 102 µM), without a hit: at the top dose activity, negative = inhibition, most hits filed as inhibitors. 8.8% of 350,000 active. AID 504332, 2011; note: % is set by controls: 0 for no effect and ±100 for the full control effect; nearly all actives have a fitted effect of over 75% in size
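Enzyme 20 nM + cpd, 15 min RT; add b-H3K9 pep 500 nM / SAM 20 uM; 2 h RT; anti-H3K9me1 Ab 0.5 ug/mL + SA donor / anti-rabbit acceptor beads 20 ug/mL each, 10 min; AlphaScreen read.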
Tb PGK inh – qHTS Assay to Find Inhibitors of Phosphoglycerate Kinase. Phosphoglycerate kinase, glycosomal (Trypanosoma brucei brucei), P07378. AID 602233, 2012. Potency, µM (titrated, usually from 57.5 µM), without a hit: at the top dose activity change, negative = inhibition, usual class: inhibitors. 0.043% of 380,000 active. PGK/GAPDH coupled, Kinase-Glo luminescence, 60 min; note: % is set by controls: 0 for no effect and ±100 for the full control effect; nearly all actives have a fitted effect of over 60% in size
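Recombinant glycosomal PGK reaction used 1,3-bisphosphoglycerate generated in-well by GAPDH (100nM final) in 100mM TEA pH 7.6, 5mM MgCl2, 0.01% Tween-20. After 60 minutes at room temperature, ATP was read by Kinase-Glo Plus luminescence end-point.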
HP1b binding inh – HTS for Inhibitors of HP1-beta Chromodomain Interactions with Methylated Histone Tails; Potency, µM (doses to about 114 µM), without a hit: top-dose activity change, negative = inhibition, actives largely listed as inhibitors; 0.56% of 390,000 active; AlphaScreen HP1-beta / biotin-H3K9me3 peptide binding; Chromobox protein homolog 1 (Homo sapiens), P83916; note: nearly all actives have a fitted effect of over 70% in size; inactives centre near 23
Target sequence (P83916 whole entry, looked up): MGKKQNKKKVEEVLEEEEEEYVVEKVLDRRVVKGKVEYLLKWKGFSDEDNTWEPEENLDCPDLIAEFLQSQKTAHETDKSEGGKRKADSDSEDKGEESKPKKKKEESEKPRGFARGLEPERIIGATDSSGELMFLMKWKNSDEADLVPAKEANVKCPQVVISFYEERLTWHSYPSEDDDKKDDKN
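HP1-beta protein (50 nM final) preincubated 30 min at room temperature with biotinylated H3(1-18)K9me3 peptide (50 nM) in PBS pH 7.4, 0.01% Tween-20, then compound added for 30 min. AlphaScreen streptavidin donor/nickel chelate acceptor beads (10 ug/mL final), 30 min dark, luminescence read.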
BLM inh – qHTS Assay for Inhibitors of Bloom's syndrome helicase (BLM); recombinant BLM DNA unwinding, fluorescence dequenching; Potency, µM (doses to about 56.1 µM), for inactives: top-dose activity change, negative = inhibition, hits mostly inhibitors; 0.2% of 350,000 active; RecQ-like DNA helicase BLM (Homo sapiens), P54132; AID 2528, 2010;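 note: plate controls were vehicle for no effect and no enzyme for full effect; nearly all actives have a fitted effect of over 35% in size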
GLS inhibitor – qHTS for Inhibitors of Glutaminase (GLS); Glutaminase kidney isoform, mitochondrial (Homo sapiens), O94925; GLS enzymatic activity, qHTS titration; Potency, µM (titrated, usually from 45.5 µM), inactives show at the top dose activity change, negative = inhibition, actives largely listed as inhibitors; 0.21% of 410,000 active; AID 624170, 2012; note: % is set by controls: 0 for no effect and ±100 for the full control effect
Target sequence (O94925 whole entry, looked up, canonical isoform): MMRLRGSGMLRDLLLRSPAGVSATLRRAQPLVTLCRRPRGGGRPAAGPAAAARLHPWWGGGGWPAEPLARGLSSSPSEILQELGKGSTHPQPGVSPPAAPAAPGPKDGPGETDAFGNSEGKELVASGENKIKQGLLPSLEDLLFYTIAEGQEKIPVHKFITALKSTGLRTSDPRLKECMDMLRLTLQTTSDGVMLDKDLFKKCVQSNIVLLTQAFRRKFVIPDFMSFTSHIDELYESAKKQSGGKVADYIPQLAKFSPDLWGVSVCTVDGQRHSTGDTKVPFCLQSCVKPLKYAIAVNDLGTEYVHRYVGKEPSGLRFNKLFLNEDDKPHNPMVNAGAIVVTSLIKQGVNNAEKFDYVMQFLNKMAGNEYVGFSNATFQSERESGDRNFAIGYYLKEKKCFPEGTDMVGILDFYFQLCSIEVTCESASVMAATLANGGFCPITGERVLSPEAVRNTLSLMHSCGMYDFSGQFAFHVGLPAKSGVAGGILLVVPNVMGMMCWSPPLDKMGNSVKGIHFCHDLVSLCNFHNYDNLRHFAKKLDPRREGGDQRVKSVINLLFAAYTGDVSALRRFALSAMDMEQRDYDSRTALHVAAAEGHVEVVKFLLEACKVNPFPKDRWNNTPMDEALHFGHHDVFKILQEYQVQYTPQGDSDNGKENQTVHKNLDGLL
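Compounds were pin-transferred onto hKGA, after which L-glutamine (1 mM solution) and a detection mix of glutamate oxidase, HRP and Amplex Red were added. Initial and 30 min RT fluorescence reads were collected.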
Pin1 inhibitor – qHTS Assay to Find Inhibitors of Pin1; Peptidyl-prolyl cis-trans isomerase NIMA-interacting 1 (Homo sapiens), Q13526; Pin1 FP peptide displacement, HiFluor488, 10 min; Potency, µM (titrated, usually from 115 µM), without a hit: top-dose activity, negative = inhibition, usual class: inhibitors; 0.009% of 390,000 active; AID 504891, 2011; active = well fitted inhibition curve with a large enough effect in the polarisation, with a control signal flat, not every such curve was filed as active; inconclusive = small, poorly fitted or top-dose-only effect, or effect the other way, or a change in a side signal; inactive = no such curve, though single readings can be large or run the other way; the % refers to the polarisation; note: % is set by controls: 0 for no effect and ±100 for the full control effect
Target sequence (Q13526 whole entry, looked up): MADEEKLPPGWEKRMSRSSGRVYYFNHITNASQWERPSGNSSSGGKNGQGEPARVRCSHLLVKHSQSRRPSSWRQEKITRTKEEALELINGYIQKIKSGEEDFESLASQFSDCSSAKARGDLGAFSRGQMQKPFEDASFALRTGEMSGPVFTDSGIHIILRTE
* = called active by the depositor; i = inactive; ? = inconclusive; . = not tested or not shown; [ ] = another dose, or the depositor's remark. Unless noted, calls come from the whole dose curve; as a rule, active = well fitted curve in the direction sought with a large enough effect; inconclusive = small, poorly fitted or top-dose-only effect, or another doubt; inactive = no such curve, though single readings can be large; an effect the other way counts as inactive or inconclusive. Potency is the fitted concentration of half-maximal effect. An excerpt. The share of hits here may be higher or lower than overall.

BAZ2B inh	JMJD2A Tudor inh	Pol iota inh	G9a block	Tb PGK inh	HP1b binding inh	BLM inh	GLS inhibitor	Pin1 inhibitor	canonical_smiles
-31.6%	-8.1%	108.7%[activator]	-122.2%	4.0%	12.9%	-2.5%	-8.1%	-9.8%	NC(=O)C1CCCN1 (stereo unspecified)
0.4%	-9.8%	-1.6%	11.3%	4.1%	41.4%[activator]	-1.3%	12.7%	-0.4%	CC(=O)c1cccc(NC(=O)Nc2ccc(C)cc2)c1
-37.3%	-9.3%	2.5%[58.9 µM]	?	-10.4%	35.8%[activator]	-11.4%	-1.4%	-0.9%	Cc1ccc(N(CC(=O)Nc2cccc(N(C)S(C)(=O)=O)c2)S(C)(=O)=O)cc1
4.8%	-29.8%	-4.1%	?	-1.6%	-1.3%	4.3%	9.9%	?	COc1cccc(-c2csc(N3CCN(C(=O)NC45CC6CC(CC(C6)C4)C5)CC3)n2)c1
8.9%	-10.1%	10.0%	-7.0%[59 µM]	0.2%	29.9%	-8.1%	1.6%	6.2%	CC(c1nnnn1C1CCCCC1)N(Cc1ccccc1)Cc1cccnc1 (stereo unspecified)
-17.6%	-4.1%	17.7%	.	8.7%	49.6%[activator]	-1.7%	13.3%	1.9%	C/C(=N/NC(=O)c1ccc(-c2ccccc2)cc1)c1cccc(O)c1
5.3%	-4.8%	81.8%[activator]	-16.5%	-0.6%	22.2%	-2.3%	5.2%	1.8%	C=CCNC(=O)C1CCC(=O)N1S(=O)(=O)c1ccc(C)cc1 (stereo unspecified)
2.2%	2.7%[11.4 µM]	-5.7%	13.3%[59 µM]	-3.1%	-14.6%	-2.6%	-4.2%	5.6%	CC(Sc1nc(NCc2ccccc2)nc(N2CCOCC2)n1)C(=O)Nc1ccccc1 (stereo unspecified)
-1.7%	8.4%	11.5%	1.5%[59 µM]	0.6%	26.5%	0.8%	13.8%	-3.5%	O=C(NC1CCCCCCC1)NC1CCCCC1
-3.8%	-11.4%	?	-13.8%	-7.6%	20.0%	-2.9%	0.4%	-2.4%	Cc1ccc(NC(=O)C2Cc3ccccc3CN2C(=O)c2ccco2)cc1S(=O)(=O)N(C)C (stereo unspecified)
-0.5%	1.1%	23.2%	16.3%	-2.2%	31.0%	0.2%	-6.0%	-0.2%	NC(=O)CSc1nnc(NC(=O)C23CC4CC(CC(C4)C2)C3)s1
1.1%	8.4%	-0.1%	-4.5%[59 µM]	-7.6%	46.8%[activator]	-5.7%	-13.5%	-3.9%	O=S(=O)(NCc1cccnc1)c1ccc(Cl)c(Cl)c1
5.9%	-9.3%	7.1%	-4.7%[59 µM]	-11.5%	13.2%	-1.6%	7.4%	-0.1%	CC(C)CN1C(=O)c2ccc(C(=O)NCc3ccc4c(c3)OCO4)cc2C1=O
.	-24.5%	?	-2.8%	-12.8%	31.7%	-10.2%	-8.2%	-8.2%	CC(C)Nc1nnc(SCc2cc(=O)n3ccsc3n2)s1
.	-15.3%	?	.	-7.1%	27.2%	.	4.4%	5.8%	Cc1[nH]nc(-c2cccnc2)c1N=NN(C)C
.	-9.7%	13.4%	.	i	26.8%	.	-4.8%	-0.6%	C[C@H](NS(=O)(=O)c1ccc(Cl)cc1)C(=O)OCC(=O)N1CCOCC1
-0.2%	0.7%	50.5%[activator]	0.4%	i	19.0%	-5.0%	-6.9%	2.0%	CN(C)C(=O)C#Cc1ccccc1
3.2%	-3.8%	23.4%	-2.6%[59 µM]	2.0%	6.0%	17.0%	15.3%	-6.7%	Fc1cc(F)cc(NC(=S)NCCCN2CCOCC2)c1
-3.2%	-21.1%	9.9%	?	-9.5%	8.9%[57 µM]	-4.8%	9.3%	-4.3%	COc1cc(OC)c(NC(=O)Nc2ccccc2OCc2cc(=O)n3cc(C)ccc3n2)cc1Cl
-0.5%	-11.7%	16.1%	9.5%[59 µM]	i	47.1%[activator]	-1.6%	-8.5%	-6.5%	CCc1ccc(OCC(=O)N/N=C(\C)c2ccccc2OC(F)F)cc1
-7.5%	1.7%	30.4%[activator]	21.1%[12.7 µM]	-0.4%	38.7%	-8.9%	-6.1%	?	O=C(CNCc1ccccc1)Nc1ccc(Oc2ccccc2)cc1
-35.7%	-3.2%	1.4%	78.4%[activator][59 µM]	4.3%	30.6%	-2.2%	8.1%	0.3%	CCCCNC(=O)C(=O)c1ccccc1NC(C)=O
1.3%	-3.8%	10.2%	-1.5%[12.7 µM]	-1.3%	33.9%[activator]	-5.7%	4.3%	1.1%	O=c1c2cnn(-c3ccccc3)c2nnn1Cc1ccccn1
.	-17.8%	-0.4%	.	-4.5%	10.1%	.	3.0%	-2.8%	O=C(CCNS(=O)(=O)c1ccccc1)NNC(=O)COc1ccccc1F
.	?	24.9%	.	-6.8%	6.8%	.	-2.8%	-3.9%	O=C1c2ccccc2S(=O)(=O)c2cc(C(=O)N3CCN(c4ncccn4)CC3)ccc21
?	-33.8%	60.5%[activator]	4.4%	-4.3%	28.4%	-9.0%	-7.5%	9.1%	Cc1ccc(C)c(N2CCN(S(=O)(=O)c3ccc4c(c3)CC(C)N4C(=O)C3CC3)CC2)c1 (stereo unspecified)
?	-30.1%	35.5µM*	-11.7%[59 µM]	-13.5%	-7.5%	4.2%	21.8%	?	O=C(O)c1cc(-c2ccc(/C=N/NC(=S)Nc3ccccc3)o2)ccc1Cl
1.8%	-7.7%	44.8%[activator]	8.3%	9.7%	12.2%	3.8%	2.2%	-2.3%	CC(NC(=O)Nc1ccc(Cl)cc1)C1CCCO1 (stereo unspecified)
-32.8%	-14.5%	44.7%[activator]	?	-3.5%	40.6%[activator]	3.0%	-14.6%	-9.8%	COc1cccc(CCNC(=O)CC2C(=O)NCCN2Cc2ccc(C)o2)c1 (stereo unspecified)
-18.5%	-2.2%	-1.9%	9.8%[59 µM]	7.8%	22.5%[57 µM]	1.3%	1.9%	32.5%[activator]	CC1CCc2nc3ncn(CC(=O)Nc4cccc(C#N)c4)c(=O)c3cc2C1 (stereo unspecified)

Full records from above. Order of screens: BAZ2B inh	JMJD2A Tudor inh	Pol iota inh	G9a block	Tb PGK inh	HP1b binding inh	BLM inh	GLS inhibitor	Pin1 inhibitor
Results for NC(=O)CSc1nnc(NC(=O)C23CC4CC(CC(C4)C2)C3)s1 → -0.5%	1.1%	23.2%	16.3%	-2.2%	31.0%	0.2%	-6.0%	-0.2%
Results for COc1cccc(-c2csc(N3CCN(C(=O)NC45CC6CC(CC(C6)C4)C5)CC3)n2)c1 → 4.8%	-29.8%	-4.1%	?	-1.6%	-1.3%	4.3%	9.9%	?

Later entries
BAZ2B inh	JMJD2A Tudor inh	Pol iota inh	G9a block	Tb PGK inh	HP1b binding inh	BLM inh	GLS inhibitor	Pin1 inhibitor	canonical_smiles
-3.9%	-9.6%	16.3%	?	-1.0%	27.9%	4.8%	-0.3%	4.8%	CCN(CC)S(=O)(=O)c1cc(NC(=O)COC(=O)Cn2cnc3ccccc32)ccc1C
-15.0%	-10.7%	137.5%[activator]	-0.2%	i	28.1%	-0.6%	-1.7%	-3.6%	C/C(=N\NC(=O)c1cc(C)oc1C)c1ccc(N2CCOCC2)cc1
7.0%	-2.4%	24.1%	-4.7%[59 µM]	-8.5%	26.4%	-1.6%	-2.5%	6.0%	CC1CCC(NC(=O)C2c3ccccc3C(=O)N2CCCN2CCOCC2)CC1 (stereo unspecified)
?	-20.8%	45.6%[activator]	?	6.0%	?	-3.4%	-3.6%	3.1%	C=CCN1C(=O)C(O)(CC(=O)c2ccccn2)c2ccccc21 (stereo unspecified)
50.1µM*	5.62µM*	?	8.91µM*	-7.7%	?	-11.5%	-0.1%	-5.0%	Brc1cccc(OCCN2CCOCC2)c1
62.6%[activator]	50.1µM*	11.3%	26.0%[12.7 µM]	1.4%	-6.5%	3.6%	1.6%	2.7%	Cc1nnc(NC(=O)CSc2nnc(-c3ccoc3C)n2CC(C)C)s1
3.0%	4.2%	16.2%	2.1%	-6.5%	43.1%	2.5%	-4.4%	-4.3%	Cc1ccc2nc(-c3ccc(NC(=O)CCS(=O)(=O)c4ccccc4)cc3)sc2c1
.	3.98µM*	119.1%[activator]	10µM*	-3.4%	12.3%	-9.3%	-3.7%	4.9%	O=S(=O)(c1cccc(-c2n[nH]c(=S)n2C2CCCC2)c1)N1CCOCC1
1.9%	-20.3%	-3.7%	23.9%	i	11.7%	-4.3%	0.8%	0.0%	C=CCC1(N(C(C)=O)c2ccccc2)CCCCC1
-13.7%	?	1.0%	9.4%[59 µM]	3.3%	25.6%	-1.3%	4.4%	-2.5%	Cc1ccc2cccc(SCC(=O)NCC#N)c2n1
8.0%	-6.7%	-19.8%	-7.5%	-7.5%	28.0%	-1.7%	-7.3%	2.8%	COc1ccc(-c2c3c(nc4sc5c(Cl)nc(C)nc5c24)CCC3)cc1
